Bioassay records deposited in PubChem BioAssay by several laboratories.
Mtb BioA inh: BioA (M. tuberculosis) enzyme inhibition | purified M. tuberculosis BioA enzyme, plate reader | 360,000 compounds, 0.096% hits | inhibition, % at 9.99 µM; in the data active = inhibition above about 40%; inconclusive = no clear call, values can overlap the other calls
Mtb FBA inh: inhibits M. tuberculosis FBA enzyme; inhibition, % at 1 µM; 360,000 compounds, 2.3% hits; purified M. tuberculosis FBA, fluorescence read-out; in the data active = inhibition above about 27%;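 also: 0% = vehicle and 100% = reference inhibitor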
Target sequence (P9WQA3 whole entry, looked up): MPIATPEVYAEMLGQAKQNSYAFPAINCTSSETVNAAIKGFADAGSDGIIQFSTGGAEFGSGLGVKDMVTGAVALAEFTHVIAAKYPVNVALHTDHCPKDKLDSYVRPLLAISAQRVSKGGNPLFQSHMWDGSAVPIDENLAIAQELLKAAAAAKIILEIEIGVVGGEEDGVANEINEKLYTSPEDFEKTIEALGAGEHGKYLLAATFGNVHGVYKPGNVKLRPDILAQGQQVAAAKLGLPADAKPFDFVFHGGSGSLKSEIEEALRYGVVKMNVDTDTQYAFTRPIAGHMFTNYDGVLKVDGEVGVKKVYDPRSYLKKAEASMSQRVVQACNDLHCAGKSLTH
BH1578 lux ind: quorum light induction in luxS cqsA deficient V. cholerae; activation, % at 18.7 µM; V. cholerae BH1578 lux reporter, luminescence, 6 h; AID 588436; 350,000 compounds, 0.16% hits; in the data active = activation mostly above about 9.7%, no sharp cut-off; inconclusive = no clear call, values can overlap the other calls; inactive = mostly below about 3.7%; also: not every result past the cut was called active; inactives centre near 0; reference of the scale not given here
PfHsp40 yeast: compounds rescuing yeast from Plasmodium falciparum HSP40 toxicity; S. cerevisiae expressing PfHsp40, growth rescue, ATP luminescence; growth rescue, % at 12.5 µM; 340,000 compounds, 0.68% hits; AID 504582; in the data active = growth rescue above about 28%, passing the limit was not always enough; inconclusive = no clear call, values can overlap the other calls;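 also: yeast W303a lacking pdr1 and pdr3 grown in galactose medium; growth measured after three days at 30 °C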
TcdB GH inh: blocks C. difficile toxin B glycohydrolase activity; AID 652162; TcdB glycohydrolase enzymatic assay, plate reader; 350,000 compounds, 0.24% hits; inhibition, % at 9.99 µM; P18177; in the data active = inhibition above about 10%
Y pestis TopoI: blocks Yersinia pestis topoisomerase I activity. activity, % at 10 µM. 360,000 compounds, 0.064% hits. Y. pestis Topo-I cleavage product accumulation, plate reader; in the data active = activity above about 50%, passing the limit was not always enough; inconclusive = no clear call, values can overlap the other calls; also: inactives centre near 2
Mtb UGM inh: inhibitors of M. tuberculosis UDP-galactopyranose mutase | purified UGM, fluorescence polarization probe displacement | inhibition, % at 10 µM | 320,000 compounds, 0.06% hits; in the data active = inhibition above about 10%, passing the limit was not always enough; inconclusive = no clear call, values can overlap the other calls
Target sequence (P9WIQ1 whole entry, looked up): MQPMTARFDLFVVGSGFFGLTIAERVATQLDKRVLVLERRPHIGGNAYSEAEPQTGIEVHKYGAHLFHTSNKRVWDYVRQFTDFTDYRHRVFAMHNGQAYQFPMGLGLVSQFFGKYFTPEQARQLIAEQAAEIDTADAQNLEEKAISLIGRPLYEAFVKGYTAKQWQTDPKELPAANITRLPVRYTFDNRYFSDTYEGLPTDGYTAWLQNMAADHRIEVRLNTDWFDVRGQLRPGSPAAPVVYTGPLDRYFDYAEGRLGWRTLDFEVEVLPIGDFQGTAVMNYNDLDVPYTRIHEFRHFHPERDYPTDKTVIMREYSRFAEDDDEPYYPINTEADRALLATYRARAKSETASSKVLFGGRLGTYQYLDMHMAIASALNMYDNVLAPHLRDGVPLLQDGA
GDH-TPI counter: inhibits GDH-TPI coupling enzymes, artifact for Mtb FBA screen; GDH-TPI coupled enzyme counterscreen, NADH absorbance; inhibition, % at 4.8 µM; 360,000 compounds, 1.2% hits; AID 588335; in the data active = inhibition above about 30%;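 also: 0% = DMSO wells and 100% = wells lacking the enzyme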
FadD28 FP inh: M. tuberculosis FadD28 bisubstrate binding inhibition; FadD28 bisubstrate probe binding, fluorescence polarization; inhibition, % at 12.5 µM; 360,000 compounds, 0.22% hits; in the data active = inhibition above about 8.5%, passing the limit was not always enough; inconclusive = no clear call, values can overlap the other calls
* = called active by the depositor; i = inactive; ? = inconclusive; . = not tested or not shown.

SMILES	Mtb BioA inh	Mtb FBA inh	BH1578 lux ind	PfHsp40 yeast	TcdB GH inh	Y pestis TopoI	Mtb UGM inh	GDH-TPI counter	FadD28 FP inh
CN1C(=O)NC(c2cccc([N+](=O)[O-])c2)C2=C1CC(C)(C)CC2=O (configuration not stated)	-1.0	-2	1.4	-0.4	1.8	6	1.4	-4	-3.9
Cc1ccc2c(C)cc(=S)[nH]c2c1	.	-1	-0.3	0.1	1.2	2	.	6	-5.3
CC(=O)Nc1ccc(CNC(=O)C[N+]2(C)CCOCC2)cc1	.	1	-0.2	-0.5	0.8	-3	-1.0	11	-2.8
COc1ccc(N2CCN(C(=O)CSc3nnc4c(C)cc5cc(C)ccc5n34)CC2)cc1	7.4	-2	i	0.5	.	-1	-0.9	4	-4.9
CC(C)(Oc1ccc(Cl)cc1)C(=O)NNC(=O)c1ccc(Br)o1	-0.9	0	-0.3	-0.5	3.9	4	-0.9	-3	-2.4
COc1ccc(OC)c(N(CC(=O)Nc2ccc3c(c2)OCCO3)S(C)(=O)=O)c1	0.6	0	i	-0.1	.	-2	-2.1	-9	-1.9
COc1ccc(OC)c(-c2cc(-c3cccnc3)nc(N)c2C#N)c1	-0.5	0	-1.3	-0.2	-1.2	8	0.0	28	-2.4
CCN(CC)C(=O)COc1cccc2ccccc12	-0.5	4	-1.2	0.5	.	-2	0.2	5	1.5
O=C(CSc1ccc2nnc(-c3ccc(Cl)cc3)n2n1)N1CCCC1	1.8	11	-0.2	-1.6	2.2	5	-0.2	6	-1.2
COc1ccc(N2CCN(CCCn3c(=S)[nH]c4ccccc4c3=O)CC2)cc1	.	2	-0.5	-0.7	-0.7	6	-0.6	19	-2.1
COc1ccccc1NC(=O)c1cc(S(=O)(=O)N2CCc3ccccc32)ccc1F	1.4	2	-3.4	-1.5	1.3	-1	0.8	6	0.5
O=C(/C=C/c1c(F)cccc1Cl)Nc1cccnc1	9.6	-7	-0.6	-0.9	0.3	-16	1.2	7	-4.6
CC(C)Cc1nnc(NC(=O)CCC(=O)Nc2ccccc2F)s1	.	-2	-0.4	0.6	1.4	2	2.3	-20	-2.8
NC(=O)c1ncn([C@@H]2O[C@H](CNCc3cc(Br)ccc3OCc3ccccc3)[C@@H](O)[C@H]2O)n1	0.2	4	-0.5	-1.4	1.2	4	.	8	0.2
CN1CCN(C2OC(=O)c3ccccc32)CC1 (configuration not stated)	-1.9	-1	4.2	0.4	.	10	-1.2	5	-0.1
CCc1nc2ccc(C(=O)Nc3cccc(C(C)=O)c3)cc2nc1CC	.	0	1.4	-1.4	.	2	0.1	15	-4.0
CCOc1ccc2[nH]c3c(NCCC(C)C)ncnc3c2c1	.	49*	i	0.0	1.1	-5	1.4	0	0.0
Cc1ccn2c(-c3n[nH]c(=S)n3Cc3ccccc3)c(C)nc2c1	-0.8	1	-0.2	-0.5	.	-3	-0.9	9	-2.3
CC(=O)Nc1ccc(NC(=O)COC(=O)c2c(-c3ccccc3)noc2C)cc1	-0.1	1	i	-0.6	-0.5	-6	0.5	6	-1.5
COC(=O)/C(=C(/F)Sc1cc(C)c(O)c(C)c1)C(F)(F)F	-1.0	-3	-0.2	0.4	.	-20	8.3	-1	-1.3
Cn1c(=O)cc(OCCCC(=O)N2CCC3(CC2)OCCO3)c2ccccc21	1.1	1	i	0.2	.	-5	1.3	-5	-3.2
Cc1ccc(NN2C(=O)C=CC2=O)cc1	.	2	i	-1.5	.	1	.	7	-2.8
O=C(NCCOc1ccccc1F)c1ccccc1SCc1ccc(F)cc1	-1.0	-1	-0.4	3.0	.	5	.	4	-1.1
Clc1ccc(CCNc2nc3ccccc3n3nnnc23)cc1	0.5	1	.	0.6	1.8	9	0.8	-17	-1.0
CCc1ccc(NC(=O)c2cnc3scc(C)n3c2=O)cc1	0.5	-2	-0.3	16	0.8	18	3.4	10	-4.2
Cc1ccc(CNC(=O)c2cc3c(s2)CS(=O)(=O)C3)cc1	0.5	-1	i	0.8	-0.4	3	1.4	3	-2.2
CC1CCCCN1C(=O)COC(=O)c1cccc(NS(=O)(=O)c2ccccc2)c1 (configuration not stated)	-1.6	-1	-0.2	-0.7	-0.2	7	2.2	5	0.4
CC1(C)Oc2ccc3ccc(=O)oc3c2[C@H](O)[C@H]1O	-2.2	58*	-0.7	-1.8	0.9	-8	1.2	18	-0.2
O=C(COC(=O)COc1ccccc1)NCCC1=CCCCC1	-1.2	-1	5.0	0.5	1.0	10	0.9	3	0.0
CCCCn1c(N)c(N(CC(C)C)C(=O)CCCc2cccs2)c(=O)[nH]c1=O	0.2	2	1.3	2.5	-0.5	4	0.0	11	-1.6
CC(=O)Nc1ccc(C(=O)COC(=O)c2ccco2)c(F)c1	0.3	-4	1.2	-1.8	0.5	1	-1.2	1	-3.4
COc1ccc2c(c1)N1CCN=C1N2C	1.1	3	i	?	.	4	1.9	-2	-2.4
CC1(C)CN(Cc2cccnc2)C(=O)[C@H]1CC(=O)Nc1ccc(Br)cc1	.	-1	-0.5	.	-0.4	5	.	-7	-6.3
O=C(CNS(=O)(=O)c1ccccc1Br)OCC(=O)N1CCc2ccccc21	1.0	1	-2.5	0.6	.	12	0.0	3	-2.0
COCCNc1nc(NCCN2CCNC2=O)c2sc(-c3ccccc3)cc2n1	6.4	12	-0.8	.	6.0	-2	.	21	-7.7
NC(=O)c1ccc(NC(=O)c2ccc(CN3CCOCC3)cc2)cc1	-2.2	-2	-0.4	0.2	.	-5	-0.2	-2	-1.8
O=C(NNc1nc(-c2ccccc2)c2cc(Br)ccc2n1)c1ccc(S(=O)(=O)N2CCCCC2)cc1	.	4	3.3	-0.3	.	-1	-0.7	8	0.8
CCCCCCC(=O)Nc1nc(C)c(-c2csc(Nc3cc(Cl)ccc3C)n2)s1	-2.0	0	-0.6	0.0	-0.2	-7	0.7	11	-1.3
C=CCn1c(=O)c(C(=O)NC(C)c2ccccc2)c(O)c2ccccc21 (configuration not stated)	-0.9	1	451*	2.0	0.5	-1	-0.7	-7	-4.3
O=S(=O)(c1ccc(Cl)cc1)N1CCC(N2CCCCCC2)CC1	.	1	-0.3	-0.5	.	11	-1.3	8	0.3
CC(C)CCN1C(=O)c2ccc(C(=O)OCn3nnc4ccccc4c3=O)cc2C1=O	0.0	-9	-0.6	-0.5	.	3	-1.6	3	-0.5
COc1ccc(-n2c(SCC(=O)Nc3nc(C)cs3)nnc2-c2ccoc2C)cc1	13	1	i	-0.7	.	16	-1.6	-3	-2.3
O=C(Cc1ccc(Cl)cc1Cl)OCC(=O)N1CCCCC1	0.5	2	-0.4	-0.5	-0.4	8	-1.1	3	.
COc1ccc(-c2c(C)oc3ccc(C)cc23)cc1	0.0	-2	-7.1	0.2	.	1	0.1	-11	-1.4
COC(=O)C1=C(c2ccc(OC)c(OC)c2)C[C@@H]2CC[C@H]1N2C(=O)N1CCC(C)CC1	1.7	0	-0.8	-1.2	-1.8	30	1.3	8	-0.6
O=C(CCN1CCN(Cc2ccccc2)CC1)NNC(=O)c1cc2ccccc2o1	-1.9	3	-2.8	0.0	0.3	-2	1.7	4	-0.5
CCCCOc1ccc(N=Cc2cccs2)cc1	0.1	-2	-0.7	-1.1	-0.3	-2	.	16	-2.5
CC(=O)Nc1cccc(NC(=O)CSc2nccn2Cc2ccco2)c1	3.5	-1	1.7	-0.6	0.8	-4	2.3	-7	-20
COC(=O)[C@H]1C[C@@H]1[C@H](NC(=O)c1cccnc1)c1ccccc1	-0.5	-2	i	0.1	1.8	7	-0.4	-2	-3.1
Oc1ccccc1CNc1ccc2c(c1)OCCO2	0.2	-2	-0.2	-1.7	-2.3	-1	0.0	-6	0.6
COCCn1nnnc1C(c1ccccc1OC)N1CCc2ccccc2C1 (configuration not stated)	0.7	-4	-4.5	-1.3	.	2	-2.0	0	-0.4
CCOc1ccc(NC(=O)CN2CCN(CC(=O)Nc3cc(OC)cc(OC)c3)CC2)cc1	-2.9	0	i	1.1	.	4	3.0	-1	-2.5
COc1ccc(-c2[nH]ncc2C2N=C(N)Nc3nc4ccccc4n32)cc1 (configuration not stated)	4.1	34*	-5.2	-0.3	-4.4	-8	0.1	-1	-3.1
O=C(CCS(=O)(=O)c1ccc(Cl)cc1)N1CCN(c2ccccc2F)CC1	3.1	-1	i	2.3	.	24	0.1	-1	-0.1
Cn1c(=O)c2c(nc(OCc3ccccc3)n2C)n(C)c1=O	0.5	-3	-0.4	1.0	0.2	2	1.2	8	-2.4
CCSc1nc(=S)n(Cc2ccccc2)c(C)c1C(C)=O	15	0	-0.4	-1.6	0.6	-4	-2.1	14	0.8
CCN(CC)CCCN1C(=O)CSC1c1ccc2c(c1)OCO2 (configuration not stated)	-2.1	0	-0.4	-1.5	.	-2	1.5	3	-2.8
CC(=O)c1c(C(C)=O)c(C)n(Cc2ccccc2)c1C	0.6	-1	i	-0.7	.	9	-2.1	6	0.5
COc1cc(NC(=O)COc2ccccc2Cl)ccc1NC(=O)c1cccs1	-0.2	-1	-0.1	?	0.7	2	-0.1	12	-1.5
O=C(c1ccc(N2C(=O)C3CC=C(Cl)CC3C2=O)cc1)N1CCOCC1 (configuration not stated)	.	2	0.4	0.5	.	3	3.2	-1	-0.4

Compound profiles, as listed above.
COCCn1nnnc1C(c1ccccc1OC)N1CCc2ccccc2C1 (configuration not stated) across the screens: Mtb BioA inh = 0.7; Mtb FBA inh = -4; BH1578 lux ind = -4.5; PfHsp40 yeast = -1.3; TcdB GH inh = .; Y pestis TopoI = 2; Mtb UGM inh = -2.0; GDH-TPI counter = 0; FadD28 FP inh = -0.4
CCSc1nc(=S)n(Cc2ccccc2)c(C)c1C(C)=O across the screens: Mtb BioA inh = 15; Mtb FBA inh = 0; BH1578 lux ind = -0.4; PfHsp40 yeast = -1.6; TcdB GH inh = 0.6; Y pestis TopoI = -4; Mtb UGM inh = -2.1; GDH-TPI counter = 14; FadD28 FP inh = 0.8

(further entries)
SMILES	Mtb BioA inh	Mtb FBA inh	BH1578 lux ind	PfHsp40 yeast	TcdB GH inh	Y pestis TopoI	Mtb UGM inh	GDH-TPI counter	FadD28 FP inh
Cc1ccc(CSc2nnc(-c3ccncc3)n2C)cc1	.	1	-0.4	-0.4	.	2	3.4	2	-1.1
C=CCSc1nc2[nH]ncc2c(=O)[nH]1	.	3	-1.8	-1.3	.	1	0.3	8	-2.8
O=C(CCSc1ccccc1)NCCSCc1ccccc1	.	-1	-0.4	-0.1	0.3	21	-1.5	-3	-3.6
O=C(OCC#CCSc1nnc(-c2ccc([N+](=O)[O-])cc2)o1)c1cccs1	-0.9	-1	i	3.3	.	-2	-1.1	8	-0.4
O=C(NCCN1CCOCC1)C1CCN(Cc2ccccc2O)CC1	.	2	7.1	0.4	.	1	-0.8	0	-0.4
Cc1cc(C(=O)N/N=C/c2ccc(N3CCOCC3)cc2)c(C)o1	.	17	i	-2.2	-0.5	6	4.5	17	0.1
O=C(O)C1=CC[C@@H](c2ccc(Cl)cc2)N(S(=O)(=O)c2ccc(Cl)cc2)C1	0.5	-2	-1.2	-1.1	2.7	6	0.9	3	-3.3
CC(C)N1CCC1(C)C(=O)Nc1cccc2ccccc12 (configuration not stated)	0.9	-2	i	.	0.4	5	.	-3	-2.2
CCN(C(=O)Nc1cccc(Cl)c1)c1ccccc1	-0.1	-5	-0.1	0.3	1.1	-1	2.0	-6	-1.9
CCCCn1c(N)c(N(CCC(C)C)C(=O)c2ccc3c(c2)OCO3)c(=O)[nH]c1=O	-2.0	1	4.0	-0.5	-0.1	-4	1.2	12	-1.3
CN(CC(=O)N1CCc2ccccc2C1)S(=O)(=O)c1ccc2c(c1)c(=O)n(C)c(=O)n2C	-0.2	1	-0.2	0.2	0.3	6	-0.5	3	-1.2
CSc1nc(N2CCOCC2)c2c(c1C#N)CCCCC2	-0.6	25	0.3	2.5	.	-6	-0.4	3	-0.2
COCc1cccc(-c2csc(C(O)c3cccc(OC)c3)n2)c1 (configuration not stated)	-0.8	-2	-0.8	.	0.3	9	.	8	-3.7
CC(Oc1ccc2c3c(c(=O)oc2c1)CCCC3)C(=O)NCCCn1ccnc1 (configuration not stated)	3.3	25	-0.3	-0.1	-0.3	6	-0.8	16	-3.8
